Screening data from PubChem BioAssay.
Cdc25B inh: human M-phase inducer phosphatase 2 inhibition; P30305; recombinant Cdc25B, OMFP fluorescence Ex485/Em525; inhibition, %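 (compounds tested at 10 µM final in the well)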; 65,000 tested, 0.1% active; AID 368; in the data active = inhibition above about 50%
MMP-13 inhibitor: blocks human MMP13 activity; P45452; AID 570; inhibition, % at 4 µM; MMP-13 fTHP FRET cleavage, Mca fluorescence; 65,000 tested, 0.07% active;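 active = inhibition above the mean of compound-free control plate wells plus 3 SD, cut at about 14% in these data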;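 note: 0% = DMSO wells and 100% = wells with reference MMP-13 inhibitor after basal subtraction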
MKP-1 inh: human dual specificity phosphatase 1 inhibition; inhibition, %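 (compounds tested at a single concentration somewhere between 10 and 100 µM)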; recombinant MKP-1, OMFP hydrolysis fluorescence; 65,000 tested, 0.15% active; P28562;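 active = inhibition above about 50%, limit read from the data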;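 note: 0% = DMSO max control wells and 100% = wells with enzyme stopped by NaOH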
Target sequence (P28562 whole entry, looked up): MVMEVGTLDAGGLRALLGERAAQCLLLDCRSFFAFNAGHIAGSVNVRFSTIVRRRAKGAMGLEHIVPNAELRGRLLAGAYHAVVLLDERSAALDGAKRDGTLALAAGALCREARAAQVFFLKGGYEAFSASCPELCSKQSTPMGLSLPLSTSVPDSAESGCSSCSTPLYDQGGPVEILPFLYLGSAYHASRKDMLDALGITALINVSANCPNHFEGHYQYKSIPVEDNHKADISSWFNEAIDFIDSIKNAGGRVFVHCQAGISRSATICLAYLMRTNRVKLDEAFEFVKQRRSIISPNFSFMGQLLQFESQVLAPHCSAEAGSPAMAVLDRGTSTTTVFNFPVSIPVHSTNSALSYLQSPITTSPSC
TNAP act DEA: human TNAP activation, intermediate phosphate acceptor | AID 813 | 64,000 tested, under 10 active | P05186 | activation factor at 20 µM | purified TNAP, CDP-star luminescence, 100 mM DEA, 30 min; hits give high values; scale: 0 levamisole-inhibited, 1 vehicle-only enzyme;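 active = activation factor of at least 2 at 20 µM, relative to controls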
PKA inh: inhibitors of human protein kinase A | P17612 | PKA Kemptide phosphorylation, Kinase-Glo ATP luminescence | inhibition, % at 6 µM | 65,000 tested, 0.1% active;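 active = inhibition above the screen-wide mean inhibition plus 3 SD, cut at about 21% in these data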; note: many of its hits are not listed in these tables
HEK293 NFkB inh: inhibitors of the PMA/ionomycin-induced NF-kB reporter in HEK293 cells. AID 465. inhibition, % at 3 µM. 62,000 tested, 0.21% active. HEK-293 NF-kB luciferase reporter, luminescence;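 active = inhibition above the mean of all tested compounds plus 3 SD, cut at about 40% in these data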;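 note: 0% = stimulated DMSO wells and 100% = 10 µM reference inhibitor 5653914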
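System – HEK-293 cells with stable firefly luciferase reporter driven by four HIV NF-kB elements · Doses – one dose, 3 µM · Schedule – 1 h compound pre-incubation, 16 h PMA/ionomycin at 37 °C · Technique – luminescence from luciferase substrate reagent · Measure – percent inhibition normalized per plate to DMSO and reference-inhibitor controls · Replicates – tested once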
JNK3 blocker: blocks human JNK3 kinase activity. 60,000 tested, 0.61% active. AID 746. purified JNK3 kinase activity, HTS. inhibition, % at 8 µM; in the data active = inhibition above about 17%;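 note: 0% = DMSO and 100% = reference inhibitor; many of its hits are not listed in these tables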
Target sequence (P53779 whole entry, looked up): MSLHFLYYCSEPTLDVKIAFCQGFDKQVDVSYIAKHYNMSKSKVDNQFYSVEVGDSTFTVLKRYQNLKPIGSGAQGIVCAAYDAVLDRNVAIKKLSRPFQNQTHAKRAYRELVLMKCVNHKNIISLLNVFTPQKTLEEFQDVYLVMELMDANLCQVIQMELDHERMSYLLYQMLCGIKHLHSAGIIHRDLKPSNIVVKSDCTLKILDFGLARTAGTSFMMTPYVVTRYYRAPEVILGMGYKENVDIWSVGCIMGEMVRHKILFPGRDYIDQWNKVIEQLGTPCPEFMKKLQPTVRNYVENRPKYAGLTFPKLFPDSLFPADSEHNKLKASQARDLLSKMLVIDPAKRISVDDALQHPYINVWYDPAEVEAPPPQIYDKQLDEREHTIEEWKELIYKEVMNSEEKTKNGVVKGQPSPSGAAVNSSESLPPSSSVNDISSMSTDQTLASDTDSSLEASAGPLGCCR
Jurkat viability: reduces viability or proliferation of Jurkat cells | Jurkat E6.1 viability, ATP luminescence, 48 h | inhibition, % at 4 µM | 56,000 tested, 1.2% active | AID 463;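 active = inhibition above the mean inhibition of all tested compounds plus 3 SD, cut at about 28% in these data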
ROCK2 blocker: inhibitors of human Rho kinase 2; purified ROCK2, Kinase-Glo ATP depletion luminescence; AID 604; inhibition, % at 6 µM; 60,000 tested, 0.35% active;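 active = inhibition above the screen-wide mean inhibition plus 3 SD, cut at about 18% in these data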;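 note: plate controls were DMSO wells for no effect and Y-27632 control wells after no-enzyme background subtraction for full effect; many of its hits are not listed in these tables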
An asterisk follows results filed as active; nt = not tested or not shown. Compounds as they come; overall some 1.9% were active at least once.

Start of the listing, in advance:
SMILES	Cdc25B inh	MMP-13 inhibitor	MKP-1 inh	TNAP act DEA	PKA inh	HEK293 NFkB inh	JNK3 blocker	Jurkat viability	ROCK2 blocker
Cc1ccc2cccc(Oc3nnnn3-c3ccccc3)c2n1	-6	4	0	0.9	7	10	1	0	2
O=C(O)CCc1ccc(-c2ccc(Br)cc2)n1Cc1ccco1	4	-12	43	0.9	0	1	0	0	-5

Results, from the start:
SMILES	Cdc25B inh	MMP-13 inhibitor	MKP-1 inh	TNAP act DEA	PKA inh	HEK293 NFkB inh	JNK3 blocker	Jurkat viability	ROCK2 blocker
Cc1ccc2cccc(Oc3nnnn3-c3ccccc3)c2n1	-6	4	0	0.9	7	10	1	0	2
O=C(O)CCc1ccc(-c2ccc(Br)cc2)n1Cc1ccco1	4	-12	43	0.9	0	1	0	0	-5
Clc1ccc(OCc2nnc(-c3ccccc3Br)o2)cc1	1	-1	-14	0.9	10	5	-1	-8	7
O=C(CCN1C(=O)COc2ccccc21)NCCCN1CCN(c2ccccc2F)CC1	-10	0	-7	0.9	8	7	7	7	4
Cc1c(C(=O)Nc2ccccc2)oc2c1C(=O)CC(C)(C)C2	1	0	9	1	8	-1	-2	0	3
C/C(=C(\C#N)C(=O)NCCN1CCOCC1)N(C)C	-11	1	17	0.9	6	12	7	2	2
Cc1cc(NC(=O)CSc2ccc3nnc(-c4cccnc4)n3n2)no1	-7	-14	-1	1.1	4	15	1	0	-2
CCOC(=O)N1CCN(C(=O)c2ccc(C#CC3(O)CCCCC3)cc2)CC1	-15	2	32	0.9	8	23	0	-2	9
COc1cc(NC(=O)c2cccs2)c(OC)cc1NC(=O)c1ccco1	2	4	6	0.9	-2	1	-12	19	-1
O=P(OC1CCS(=O)(=O)C1)(c1ccccc1)c1ccccc1 (configuration not stated)	3	-1	-7	0.9	0	14	1	0	1
O=C(Nc1ncc(Br)s1)C(Cc1ccccc1)n1cccc1 (configuration not stated)	-11	1	19	0.9	7	14	-1	0	4
CCCc1nc2ccccc2c(=O)n1NC(=O)c1c(O)c2ccccc2[nH]c1=O	4	-1	-3	1	8	-12	-1	-3	12

Quoted at random: three compounds from above
SMILES	Cdc25B inh	MMP-13 inhibitor	MKP-1 inh	TNAP act DEA	PKA inh	HEK293 NFkB inh	JNK3 blocker	Jurkat viability	ROCK2 blocker
COc1cc(NC(=O)c2cccs2)c(OC)cc1NC(=O)c1ccco1	2	4	6	0.9	-2	1	-12	19	-1
Cc1ccc2cccc(Oc3nnnn3-c3ccccc3)c2n1	-6	4	0	0.9	7	10	1	0	2
O=C(O)CCc1ccc(-c2ccc(Br)cc2)n1Cc1ccco1	4	-12	43	0.9	0	1	0	0	-5

Later entries
SMILES	Cdc25B inh	MMP-13 inhibitor	MKP-1 inh	TNAP act DEA	PKA inh	HEK293 NFkB inh	JNK3 blocker	Jurkat viability	ROCK2 blocker
O=C(COCCOCC(=O)N(c1ccccn1)C1CCCCC1)N(c1ccccn1)C1CCCCC1	nt	3	nt	1	9	6	nt	nt	nt
COC(=O)c1[nH]c2ccc(C)cc2c1NC(=O)CN1CCN(c2ccccc2)CC1	-4	-12	-20	0.9	3	10	7	-6	2
COc1ccc(Cl)cc1N(CC(=O)Nc1ccccc1C(=O)NCc1ccco1)S(C)(=O)=O	-4	-1	10	1	7	8	-8	-4	4
COc1cccc(-c2nc(CS(=O)CC(=O)NCc3ccccc3Cl)c(C)o2)c1 (configuration not stated)	-10	2	36	0.9	4	12	0	3	-4
Cc1ccccc1OCCCCCn1ccnc1	-5	2	3	0.9	-1	9	-2	8	2
COc1cc2[nH]c(=S)n(Cc3ccc(C)o3)c(=O)c2cc1OC	-8	0	5	0.9	1	6	nt	nt	nt
COCCNC(=O)CN1CCC(n2c(C)nc3cc(C(F)(F)F)ccc32)CC1	-9	1	24	0.9	-1	16	8	0	0
O=C(NCn1ccc(=O)[nH]c1=S)c1ccccc1	-1	6	18	0.9	-3	12	13	-1	6
Cc1nc(-c2ccccc2)nc2[nH]c(=O)n(-c3ccccc3)c(=O)c12	-14	-2	2	0.9	1	7	-6	10	7
O=C1C(C=Nc2ccccc2O)=C(O)c2ccccc21	-11	3	-11	0.9	8	11	35*	9	4
CC1CC(C)CN(CCCNC(=O)C2CCC(=O)N2C2CCCC2)C1 (configuration not stated)	-2	0	9	0.9	-1	16	-3	0	-2
CSCCC(NC(=O)c1ccco1)C(=O)OC(C)C(=O)NC(=O)NC1CCCCC1 (configuration not stated)	-1	-2	29	1	-1	9	-1	6	0
COc1cccc(C2NC(=O)NC(C)=C2C(=O)OCCSC)c1OC (configuration not stated)	-8	3	2	0.9	11	11	2	-2	4
CC(=O)N(C)c1ccc(NC(=O)c2ccco2)cc1	-7	1	0	0.9	-1	-9	-4	0	0
CS(=O)(=O)NCCC1=CCCCC1	-8	5	2	0.9	5	10	4	0	0
CCOc1ccccc1OCCCC(=O)NC1=NCCS1	-1	-1	4	0.9	9	22	0	-2	6
O=C(NCC1COc2ccccc2O1)C1C2C=CC3(CN(Cc4ccccc4Cl)C(=O)C13)O2 (configuration not stated)	-1	4	10	1	7	10	nt	nt	nt
CCOc1ccc(C2C=C(c3ccccc3)Nc3nnnn32)cc1 (configuration not stated)	3	-4	-5	0.9	5	-3	1	-2	4
O=C(NCc1ccccc1)c1cc(-c2cccc(O)c2)on1	-3	0	9	1	8	2	-2	-2	2
O=C1c2ccccc2-c2c1nc1c([n+]2[O-])CCCC1	-4	7	-17	0.9	2	-2	-2	-1	6
CC(C)CCn1c(N2CCOCC2)nc2c1c(=O)n(CC(N)=O)c(=O)n2C	9	6	28	0.9	3	11	-3	-1	3
CCOC(=O)C1CCCN(C(=O)CN2C(=O)c3ccccc3C2=O)C1 (configuration not stated)	-7	3	6	1	8	8	8	-3	5
Cn1c(Cn2cnc(Cl)c2Cl)nc2ccccc21	8	-2	-21	0.9	-1	nt	-6	nt	3
Cc1nn(C)c(C)c1S(=O)(=O)N1CCC(C(=O)NC2CCCCC2)CC1	-8	-5	22	0.9	10	10	0	-4	6
O=C(Nc1sccc1C(=O)NCc1ccco1)c1cccnc1	-3	4	3	0.9	14	7	16	12	5
CCOC(=O)N1CCC(NC(=O)c2cccn3c(=O)c4cc(Br)ccc4nc23)CC1	-7	-6	53*	0.9	-5	2	nt	nt	nt
O=C1OC(N2CCN(Cc3ccccc3)CC2)c2ccccc21 (configuration not stated)	6	-8	7	nt	11	0	-3	-6	3
Cc1cc(NC(=O)c2ccc(S(=O)(=O)N3CCOCC3)cc2)nc2c1c(=O)oc1ccccc12	-2	4	36	0.9	3	0	nt	nt	nt
O=C(Cn1ncc2ccccc21)N1CCc2ccccc21	3	2	-2	0.9	-5	5	1	-7	5
Cc1cccc(C(=O)NC2CC(C)(C)NC(C)(C)C2)c1	-11	6	28	1	8	10	-3	-2	6
CC(=O)Nc1ccc(OC(=O)c2cccnc2)cc1	-14	4	-18	0.9	0	9	2	5	3
Cc1ccc2cc3cc(C(=O)N4CCN(C(=O)c5ccco5)CC4)sc3nc2c1	-6	-8	14	1	6	14	-2	0	2
CC(=O)Nc1ccc(N2CCN(Cc3ccccc3F)CC2)cc1	-18	4	10	0.9	2	9	nt	nt	nt
Oc1ccc2[nH]ccc2c1	9	-1	-35	0.9	-7	10	-3	3	-1
CCOC(=O)CCn1nc(-c2ccc(Cl)cc2)cc1N	-3	-8	24	0.9	8	-24	4	-4	2
CCCCc1nnc(NC(=O)C=C(C)C)s1	-1	-17	-7	0.9	8	1	1	1	4

Look-ups from the list.
HEK293 NFkB inh result of Cc1ccc2cc3cc(C(=O)N4CCN(C(=O)c5ccco5)CC4)sc3nc2c1 is entered as 14
MMP-13 inhibitor result of Cc1cccc(C(=O)NC2CC(C)(C)NC(C)(C)C2)c1 is entered as 6

Further results follow:
SMILES	Cdc25B inh	MMP-13 inhibitor	MKP-1 inh	TNAP act DEA	PKA inh	HEK293 NFkB inh	JNK3 blocker	Jurkat viability	ROCK2 blocker
FC(F)(F)C1CC(c2cccs2)Nc2ncnn21 (configuration not stated)	-3	3	5	0.9	7	17	3	-2	4
CCCc1oc2c(c(=O)c1CC)C(=O)CC(C)(C)C2	-12	3	14	0.9	1	6	0	10	-2
O=C(Cn1cccc1C(=O)c1ccccc1)NCc1ccco1	-1	-2	-13	0.9	8	14	-4	-1	4
COCCOC(=O)C(C#N)c1nc2ccccc2nc1N1CCCC1 (configuration not stated)	-17	-6	-26	0.9	-9	8	-7	-9	1
CCC(C(=O)NC1CCCC1)N(Cc1ccco1)C(=O)Cn1nnc(-c2ccc(C)cc2)n1 (configuration not stated)	12	1	14	0.8	-8	24	-1	8	-6
Cc1ccccc1Cn1cc(NC(=O)c2cc(-c3cccs3)on2)cn1	-11	-4	2	0.9	7	-14	0	0	7
O=C(CSc1ncn(-c2ccccc2)n1)Nc1nc2ccccc2s1	-9	-5	9	0.9	4	9	10	-3	7
Cc1cc2cc(CCNC(=O)c3ccc(Br)o3)c(=O)[nH]c2cc1C	7	-5	24	0.9	4	-12	5	-2	4
c1ccc(-n2nnnc2-n2ccnc2)cc1	-9	5	13	0.9	5	17	nt	nt	nt
COC(=O)c1cc2ccsc2n1CC(=O)N1CCCc2ccccc21	-13	-4	10	0.9	10	-7	0	-2	4
CC(O)Cc1nsc(NC(=O)c2ccc(Br)o2)n1 (configuration not stated)	0	6	9	0.9	6	12	nt	nt	nt
COc1cccc2cc(C(C)N(CCCN3CCOCC3)C(=O)Nc3ccc(Cl)cc3)oc12 (configuration not stated)	13	-3	11	0.9	0	18	-6	18	-7

Ordered by value in PKA inh (smallest number first): some entries from above
Structure	Cdc25B inh	MMP-13 inhibitor	MKP-1 inh	TNAP act DEA	PKA inh	JNK3 blocker	ROCK2 blocker
COc1cccc2cc(C(C)N(CCCN3CCOCC3)C(=O)Nc3ccc(Cl)cc3)oc12 (configuration not stated)	13	-3	11	0.9	0	-6	-7
O=C(CSc1ncn(-c2ccccc2)n1)Nc1nc2ccccc2s1	-9	-5	9	0.9	4	10	7
O=C(Cn1cccc1C(=O)c1ccccc1)NCc1ccco1	-1	-2	-13	0.9	8	-4	4

The results go on:
SMILES	Cdc25B inh	MMP-13 inhibitor	MKP-1 inh	TNAP act DEA	PKA inh	HEK293 NFkB inh	JNK3 blocker	Jurkat viability	ROCK2 blocker
CCOc1cc(CNC(=O)CN2C(=O)c3ccccc3S2(=O)=O)ccc1OC	-4	4	14	1	-3	13	nt	nt	nt
Cc1ccc(-n2nnc3c(=O)n(CC(=O)N4CCCC4)cnc32)cc1	-23	-4	1	1	2	6	-12	13	6
O=C(CN(Cc1ccco1)C(=O)CNS(=O)(=O)c1ccccc1)NC1CCCCC1	-10	-4	-2	1	1	7	2	-6	2
CC(=O)NCC(=O)OCC(=O)c1ccc(C)cc1	3	13	-4	1	9	4	2	0	6
COc1ccc(S(=O)(=O)NCC(=O)N(CC(=O)NCC2CCCO2)c2c(C)cccc2C)cc1 (configuration not stated)	0	0	14	0.9	-7	10	-1	-10	-8
